Screening results (PubChem BioAssay)
PLK1 kinase inh: blocks human PLK1 kinase activity. recombinant PLK1 kinase, TR-FRET peptide phosphorylation. inhibition, % at 10 µM. P53350. 97,000 tested, 0.53% active;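 active = inhibition of 50% or more in the single-concentration screen; inactive = inhibition below 50%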;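 also: 0% = DMSO max control and 100% = H-89 dihydrochloride min control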
CYP2C19 activ: activators of human cytochrome P450 2C19 | P33261 | AID 1025 | 96,000 tested, under 10 active | activation factor at 5 µM | recombinant CYP2C19, luciferin-H EGE luminescence; hits give high values; 0 = fully inhibited enzyme, 1 = untreated enzyme;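 active = activation factor of at least 2 at 5 µM in the primary screen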;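 also: 0 = wells with 2.5 mM tranylcypromine and 1 = vehicle-only wells; values of inactives mirror those of a sister screen read the other way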
Plk1 PBD FP: Plk1 (human) PBD binding inhibition | 97,000 tested, 0.13% active | Plk1 PBD phosphopeptide binding, fluorescence polarization | AID 693 | inhibition, %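 (tested at about 20 µM)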; in the data active = inhibition above about 34%, passing the limit was not always enough
CYP2C9 inh: inhibitors of human CYP2C9 | 96,000 tested, 20% active | AID 777 | CYP2C9 Supersomes, luciferin-H conversion, luminescence | inhibition, % at 5 µM;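 active = blocking of liver enzyme CYP2C9 beyond about 50% at 5 µM, limit read from the data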; also: values of inactives mirror those of a sister screen read the other way
Target sequence (P11712 whole entry, looked up): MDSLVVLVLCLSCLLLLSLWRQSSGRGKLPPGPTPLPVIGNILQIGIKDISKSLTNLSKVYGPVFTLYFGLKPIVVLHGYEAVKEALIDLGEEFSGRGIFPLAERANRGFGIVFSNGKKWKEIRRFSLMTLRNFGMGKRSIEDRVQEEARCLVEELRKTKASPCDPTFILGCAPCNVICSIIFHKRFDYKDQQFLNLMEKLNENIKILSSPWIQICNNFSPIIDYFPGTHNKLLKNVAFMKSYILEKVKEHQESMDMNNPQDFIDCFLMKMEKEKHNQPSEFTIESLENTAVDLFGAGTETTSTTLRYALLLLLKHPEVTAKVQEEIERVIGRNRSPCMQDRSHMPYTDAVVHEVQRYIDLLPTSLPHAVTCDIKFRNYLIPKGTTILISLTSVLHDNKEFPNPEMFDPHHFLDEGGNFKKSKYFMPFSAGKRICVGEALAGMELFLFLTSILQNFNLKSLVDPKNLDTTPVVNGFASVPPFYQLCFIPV
CYP2C9 act: activators of human CYP2C9; 96,000 tested, 1.4% active; activation factor at 5 µM; recombinant CYP2C9, luciferin-H conversion, luminescence; hits give high values; factor 1 = untreated enzyme, 0 = blocked; AID 1024;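 active = activation factor of 2 or more for CYP2C9 at a 5 µM dose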;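 also: 0 = sulfaphenazole-blocked wells and 1 = vehicle-only wells; values of inactives mirror those of a sister screen read the other way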
PLAP act: activators of human placental alkaline phosphatase; P05187; purified PLAP enzyme, luminescent substrate read-out; hits give high values; activation fold at 20 µM; 96,000 tested, 1.2% active; AID 696; in the data active = activation fold above about 2
Target sequence (P05187 whole entry, looked up): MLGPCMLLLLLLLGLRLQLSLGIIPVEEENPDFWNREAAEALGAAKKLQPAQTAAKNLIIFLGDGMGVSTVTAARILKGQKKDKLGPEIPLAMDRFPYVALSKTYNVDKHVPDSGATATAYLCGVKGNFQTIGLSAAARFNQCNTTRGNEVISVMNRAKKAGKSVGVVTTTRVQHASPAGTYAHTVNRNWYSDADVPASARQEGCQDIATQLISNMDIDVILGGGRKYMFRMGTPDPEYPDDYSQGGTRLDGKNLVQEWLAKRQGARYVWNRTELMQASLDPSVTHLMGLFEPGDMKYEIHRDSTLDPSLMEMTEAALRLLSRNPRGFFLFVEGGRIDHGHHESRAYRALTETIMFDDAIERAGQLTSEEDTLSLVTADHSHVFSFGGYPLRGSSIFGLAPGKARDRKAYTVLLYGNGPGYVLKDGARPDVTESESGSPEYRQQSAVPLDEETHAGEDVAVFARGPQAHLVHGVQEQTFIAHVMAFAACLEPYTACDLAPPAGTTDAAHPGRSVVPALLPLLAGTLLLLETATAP
EphB4 ephrin blk: antagonists of human EphB4-ephrin-B2 interaction | EphB4 LBD / TNYL-RAW-Alexa532 peptide, fluorescence polarization | AID 720 | inhibition, % at 7 µM | 97,000 tested, 0.15% active | P54760;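 active = inhibition above the screen-wide mean inhibition plus 3 SD, cut at about 15% in these data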;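 also: 0% = DMSO wells and 100% = excess unlabeled TNYL-RAW peptide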
CYP2C19 inh: human CYP2C19 inhibition; P33261; CYP2C19 Supersomes, luciferin-H EGE luminescence, 30 min; inhibition, % at 5 µM; 96,000 tested, 21% active;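 active = CYP2C19 inhibition above a set limit at 5 µM in the primary screen, cut at about 50% in these data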;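 also: plate controls were negative control wells for no effect and 2.5 mM tranylcypromine positive control for full effect; values of inactives mirror those of a sister screen read the other way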
HIV Rev-RRE inh: HIV Rev-RRE protein-RNA interaction inhibition; Rev peptide-RRE RNA binding, FRET; AID 704; P05866; inhibition, % at 8 µM; 97,000 tested, 0.79% active;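 active = inhibition above the screen-wide mean plus 3 SD, cut at about 35% in these data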;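 also: 0% = median DMSO wells and 100% = median Neomycin B control wells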
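Assay system: Rev peptide and RRE RNA, both fluorescently labelled; times: 5 min preincubation and 15 min binding, 25 °C; detection: FRET, ex 480 nm, em 540 and 671 nm; read-out basis: % inhibition from 671/540 nm acceptor-to-donor ratio, scaled between controls; benchmarks: DMSO low control, neomycin B high control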
Starred values were filed as active, the others as inactive; i = inactive; / = no result given; [ ] = remark or other dose.

Sample of the layout:
SMILES	PLK1 kinase inh	CYP2C19 activ	Plk1 PBD FP	CYP2C9 inh	CYP2C9 act	PLAP act	EphB4 ephrin blk	CYP2C19 inh	HIV Rev-RRE inh
CC1=CC(C)(C)N(C(=O)CSc2nnc(N)s2)c2c(C)cc(C)cc21	-11	0.4	6	50*	0.5	1	1	60*	9
O=C(c1ccco1)N1CCN(C(=O)C2CCN(S(=O)(=O)c3cnc[nH]3)CC2)CC1	/	1.2	/	-21	1.2	1.1	/	-19	/
CCOc1ccc(CC2CC(=O)NC2=O)cc1 (stereo unspecified)	-2	0.9	-3	-4	1	0.9	-1	11	1
Cc1ccc(C(=O)Nc2sc(C)c(-c3ccccc3)c2C(N)=O)cc1[N+](=O)[O-]	-9	0.9	6	40	0.6	0.9	2	9	6
CC(CC(=O)NCc1cccnc1)c1ccccc1 (stereo unspecified)	-9	/	8	/	/	/	2	/	8

The whole of this part, repeating the preview:
SMILES	PLK1 kinase inh	CYP2C19 activ	Plk1 PBD FP	CYP2C9 inh	CYP2C9 act	PLAP act	EphB4 ephrin blk	CYP2C19 inh	HIV Rev-RRE inh
CC1=CC(C)(C)N(C(=O)CSc2nnc(N)s2)c2c(C)cc(C)cc21	-11	0.4	6	50*	0.5	1	1	60*	9
O=C(c1ccco1)N1CCN(C(=O)C2CCN(S(=O)(=O)c3cnc[nH]3)CC2)CC1	/	1.2	/	-21	1.2	1.1	/	-19	/
CCOc1ccc(CC2CC(=O)NC2=O)cc1 (stereo unspecified)	-2	0.9	-3	-4	1	0.9	-1	11	1
Cc1ccc(C(=O)Nc2sc(C)c(-c3ccccc3)c2C(N)=O)cc1[N+](=O)[O-]	-9	0.9	6	40	0.6	0.9	2	9	6
CC(CC(=O)NCc1cccnc1)c1ccccc1 (stereo unspecified)	-9	/	8	/	/	/	2	/	8
COc1cccc(CC(NC(C)=O)C(=O)NC2CCN(c3c4c(nc5ncnn35)CCC4)CC2)c1 (stereo unspecified)	-1	/	4	/	/	/	3	/	4
CC(C)OC(=O)CCC(=O)Nc1nc2ccccc2s1	1	0.2	-3	66*	0.3	1	2	81*	3
CCOC(=O)N1CCC(NC(=O)Cn2ncc3c2-c2cc(C)ccc2OC3)CC1	1	1	19	2	1	1.5	-10	0	-4
COc1cc2c(C(=O)N3CCN(C)CC3)c(C)n(-c3ccccc3)c2cc1Br	-4	0.6	3	-7	1.1	1.4	7	43	4
N#Cc1cc(-c2ccccc2)nnc1Sc1ccc(F)cc1	4	1.1	-2	-7	1.1	0.9	5	-8	8
COCCNC(=O)C(c1ccco1)N(Cc1ccc(OC)cc1)C(=O)Cn1nnc2ccccc21 (stereo unspecified)	/	1	/	-6	1.1	1.4	/	-4	/
CC(C)CNC(=O)NC(=O)COc1ccc(C=O)cc1	-8	0.1	3	83*	0.2	1	8	95*	3
Clc1cccc(Cl)c1CSc1cc2c(nn1)-c1ccccc1CC2	1	0.9	-12	-23	1.2	0.9	0	9	6
Cc1ccc(NC(=O)NCC(c2cccnc2)N2CCOCC2)cc1 (stereo unspecified)	0	1.1	17	2	1	0.9	-7	-8	0
COc1ccc(-c2nc(C#N)c(NCc3ccccc3Cl)o2)cc1	-12	1.2	-36	-11	1.1	1.1	-2	-19	3
Cn1c(CSc2nc3ccccc3s2)nnc1SCC(=O)NCc1ccccn1	-15	/	15	/	/	/	-7	/	0
Cc1onc(-c2ccccc2)c1C(=O)NCC1CCN(C(=O)c2c(-c3ccccc3)noc2C)CC1	-6	0.8	16	32	0.7	1.4	5	18	2
CC(=O)c1c(C)[nH]c(C(=O)CSc2nnc(-c3ccccc3)o2)c1C	-13	0.4	34	28	0.7	0.9	0	57*	-2
Cc1cccc(/C=C/C(=O)c2cc(Br)ccc(=O)c2O)c1	-14	0.9	-19	22	0.8	1.5	2	8	37*
CCOC(=O)C1CCN(S(=O)(=O)c2nc3nc(C)cc(C)n3n2)CC1	/	1	/	-31	1.3	1.5	/	-1	/
CC(C)=CC(=O)OCC(=O)Nc1ccc(F)cc1Cl	-15	0.4	-10	25	0.8	0.8	4	63*	8
COC(=O)c1ccc(NC(=O)CS(=O)(=O)Cc2ccccc2)cc1	/	0.9	/	-19	1.2	1	/	6	/
CC1=N/C(=C\c2ccc([N+](=O)[O-])cc2)C(=O)N1c1ccc(Cl)cc1	-12	1	18	-18	1.2	0.8	-3	0	2
Cc1nnc(N(Cc2ccccc2)C(=O)c2cnccn2)s1	-6	0.8	26	3	1	1.1	-17	23	-1
Nn1c(SCC(=O)N2CCCCC2)nnc1-c1ccncc1	-8	0.9	-10	5	0.9	0.9	0	14	8
CC1(C)Cc2nc3sc4c(SCC(=O)NC(c5ccccc5)c5ccccc5)ncnc4c3cc2CO1	i	0.8	-14	20	0.8	1	-6	15	8
O=C(CSc1ncn[nH]1)N1CCN(S(=O)(=O)c2ccccc2)CC1	-8	0.5	1	42	0.6	1.9	-2	49	2
c1cncc(Nc2nc(-c3cccnc3)cs2)c1	/	0.3	/	56*	0.4	0.9	/	72*	/
CC1Cc2nc(SCC(=O)NCc3ccccc3)n(Cc3ccccc3)c(=O)c2S1 (stereo unspecified)	-6	1	0	47	0.5	0.9	-2	2	9
CCN(CC)CCNC(=O)CS(=O)Cc1nc(-c2ccc(C)cc2)oc1C (stereo unspecified)	2	0.9	-26	6	0.9	1.4	6	6	3
COc1ccc(C)cc1NC(=O)C1CC(=O)OC12CCCCC2 (stereo unspecified)	-35	0.2	-21	3	1	1	-2	78*	-4
CCCOc1ccc(CSC2=NCCN2)cc1[N+](=O)[O-]	-20	0.8	-22	12	0.9	0.8	-6	23	1
COC(=O)C1=C(C)NC2=C(C(=O)CCC2)C1c1ccsc1 (stereo unspecified)	-2	0.7	-10	32	0.7	0.8	1	35	5
CCOC(=O)c1ccc(NC(=O)CS(=O)(=O)c2cn(CC)c3ccccc23)cc1	-8	0.8	6	21	0.8	0.9	-1	21	13
Cc1ccc(-c2c(C#N)c(N)n(-c3ccc(C)cc3)c(=O)c2C#N)cc1	-18	0.9	17	-9	1.1	1	-2	10	2
O=S(=O)(NCc1cccnc1)c1ccc(Br)s1	9	0.4	-15	15	0.9	1	-8	60*	5
C=CCOc1ccc(C2N3CC4(CC)CN2CC(CC)(C3)C4=O)cc1 (stereo unspecified)	/	1	/	-12	1.1	1.3	/	-5	/
C=CCN1C(=NC(=O)CCCC(=O)O)SC2CS(=O)(=O)CC21 (stereo unspecified)	-15	0.9	-3	24	0.8	1	-8	11	4
CC(C)CNC(=S)NNC(=O)c1ccc(OC(F)F)cc1	-3	0.7	3	9	0.9	1.3	2	26	0
CC(=O)c1coc2c1cc(O)c1ccccc12	-8	0.7	0	9	0.9	0.9	-4	27	1
CCOC(=O)c1c(NC(=O)c2ccco2)sc(C(=O)N2CCCC2)c1C	-4	0.6	-16	56*	0.4	1	1	44	11
O=C1c2ccccc2-c2onc3c(Oc4ccccc4)cc(O)c1c23	7	0.9	-26	68*	0.3	1.1	0	6	4
O=C1CCCc2c1nc(-c1ccccc1)n2O	-12	1	-11	-8	1.1	1.1	-4	2	1
COC(=O)c1cc2ccsc2n1CC(=O)Nc1cc(C)cc(C)c1	-13	0.6	-3	66*	0.3	0.8	-4	38	8
Cn1c(=O)[nH]c(=O)c2c1nc(OC(=O)c1ccccc1)n2CC(O)COc1ccc(F)cc1 (stereo unspecified)	-11	0.9	1	4	1	1.5	1	6	4
COc1cccc(-c2nnc(SCC(=O)N(C(C)C)C(C)C)o2)c1	/	0.6	/	-3	1	0.9	/	36	/
COc1cccc(-c2noc(C3CCCN(C(=O)Cc4ccccc4)C3)n2)c1 (stereo unspecified)	-8	0.7	-4	41	0.6	0.9	-1	30	11
O=C(Nc1cccc(Cl)c1)OCc1ccccn1	-16	0.7	0	-10	1.1	0.8	-4	27	0
CCc1nc2ccc(C)cc2c(C(=O)Oc2cccc3cccnc23)c1C	-7	1.1	-19	51*	0.5	1.3	-6	-10	-4
Nc1sccc1C(=O)c1ccccc1	-6	1.1	-32	10	0.9	1.3	1	-11	13
CN(C)CCOC(=O)C12CC3(C)CC(C)(CC(C)(C3)C1)C2	-14	0.8	-7	3	1	1.7	6	18	13
CC(C)NC(=O)c1ccc(C2SCC(=O)N2Cc2ccccc2)cc1 (stereo unspecified)	-11	/	8	/	/	/	-2	/	0
CCOC(=O)c1sc(=S)n(-c2ccccc2)c1SC	-2	0.4	6	48	0.5	0.8	2	58*	-1
CC(=O)NC(C)c1ccc(Cl)c(Cl)c1 (stereo unspecified)	-10	0.2	-8	6	0.9	0.9	-8	75*	2
NC(=O)c1ncc(C(F)(F)F)cc1Oc1ccc(C(F)(F)F)cc1	-5	0.2	7	19	0.8	1.5	9	75*	15
Cn1c(=N)c(S(=O)(=O)c2ccc(F)cc2)cc2c(=O)n3ccccc3nc21	-8	0.8	20	8	0.9	0.9	-5	25	8
CCN(CC)c1ccc2cc(C(C)=O)c(=O)oc2c1	-21	0.9	-37	-10	1.1	0.9	1	12	126*[fluorescence artefact?]
COc1ccc(C2SCCN2S(=O)(=O)c2ccc(F)cc2)cc1OC (stereo unspecified)	0	0.4	-4	-82	1.8	1	4	56*	6
COc1ccc2c3c(c(=O)oc2c1OCC(=O)C(C)(C)C)CCCC3	-14	0.8	-3	25	0.7	0.9	1	16	8
O=C(NCc1ccccc1)c1ccc(C(=O)N(C2CCCCC2)C2CCCCC2)cc1	-2	0.9	15	17	0.8	1.6	-4	9	-2
(continued)
SMILES	PLK1 kinase inh	CYP2C19 activ	Plk1 PBD FP	CYP2C9 inh	CYP2C9 act	PLAP act	EphB4 ephrin blk	CYP2C19 inh	HIV Rev-RRE inh
CCOC(=O)CSc1nnc(Cc2cc(=O)[nH]c(=O)[nH]2)n1-c1cccc(OC)c1	1	1.1	4	9	0.9	1.2	4	-12	4
Cc1ccc2nc(Cc3ccc(N)cc3)oc2c1	-11	0.3	-21	32	0.7	0.9	-3	69*	-2
COc1ccc(S(=O)(=O)N(C(=O)C(C)C)c2ccc3oc(=O)sc3c2)cc1	4	0.9	14	47	0.5	1.3	-13	11	0
COc1ccc(OC)c(NC(=O)c2cnc3n(c2=O)CCS3)c1	-5	0.9	1	3	1	1.2	5	7	6
COc1ccc(CCN2CC(O)=C(c3nc4ccccc4c(=O)[nH]3)C2=N)cc1OC	-13	0.3	-6	28	0.7	1.2	6	69*	9
CC(=O)c1ccc(NC2c3ncccc3C(=O)N2Cc2ccc(F)cc2)cc1 (stereo unspecified)	-2	0.2	8	32	0.7	1	-9	76*	-4
Cc1ccc(C2=N/C(=C\N3CCCCC3)C(=O)O2)cc1	-13	0.2	-7	66*	0.3	1.8	-3	84*	-1
CCOC(=O)Cn1nc(C)n(-c2ccccc2)c1=O	-5	1.1	-5	6	0.9	1	-1	-12	7
COC(=O)c1ccc(NC(=O)N2CCC(O)(c3cccnc3)CC2)cc1	-5	1	-25	-8	1.1	1.1	5	-2	2
CCOc1ccc(C(C)(O)CN2CCOCC2)cc1 (stereo unspecified)	-4	0.9	9	3	1	0.9	2	14	2
CCC(C)NC(=O)c1cc(OC)c(OC)c(OC)c1 (stereo unspecified)	/	1	/	4	1	0.9	/	2	/
Cc1ccc(C(=O)NC(=S)Nc2ccc(S(=O)(=O)N3CCN(C)CC3)cc2)cc1	-15	0.8	16	26	0.7	1.1	-2	18	-10
COc1ccc(-n2c(Cc3cccn3C)nnc2SCC(=O)Nc2ccc(Cl)cc2)cc1	0	0.6	-14	85*	0.1	1.3	3	37	4
Cn1c(CCN2CCOCC2)nc2cc(NC(=O)COc3ccccc3)ccc21	-1	0.9	34	10	0.9	1.7	3	12	7
